# DTT redox prof = compounds producing H2O2 with reducing agent – biochemical, NIH compound library profiling, artefact control for MLSCN library redox annotation, primary screen | AID 878, 2007 | activation, % at 10 µM | 0.03% of 200,000 active | DTT-dependent redox cycling H2O2, phenol red/HRP absorbance; 100% = 100 µM peroxide control, 0% = buffer;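 active = activation of at least 50% relative to the plate's high and low controls in the primary single-dose screen; inactive = activation below 50%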;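 also: compound incubated with DTT at 0.8 mM final as the reducing agent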
# TLR4 MyD88 comp = inhibitors of TLR4-MyD88 association in cells, primary screen, cell-based, HeLa CL3-4, BLA complementation, FRET ratio. Toll-like receptor 4 (Homo sapiens) + Myeloid differentiation primary response protein …. HeLa CL3-4 TLR4/MyD88 BLA complementation. inhibition, % at 8.4 µM. 0.18% of 200,000 active. AID 861, 2007; in the data active = inhibition above about 25%;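 also: 0% = vehicle and 100% = reference inhibitor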
# Target sequence (O00206 whole entry, looked up): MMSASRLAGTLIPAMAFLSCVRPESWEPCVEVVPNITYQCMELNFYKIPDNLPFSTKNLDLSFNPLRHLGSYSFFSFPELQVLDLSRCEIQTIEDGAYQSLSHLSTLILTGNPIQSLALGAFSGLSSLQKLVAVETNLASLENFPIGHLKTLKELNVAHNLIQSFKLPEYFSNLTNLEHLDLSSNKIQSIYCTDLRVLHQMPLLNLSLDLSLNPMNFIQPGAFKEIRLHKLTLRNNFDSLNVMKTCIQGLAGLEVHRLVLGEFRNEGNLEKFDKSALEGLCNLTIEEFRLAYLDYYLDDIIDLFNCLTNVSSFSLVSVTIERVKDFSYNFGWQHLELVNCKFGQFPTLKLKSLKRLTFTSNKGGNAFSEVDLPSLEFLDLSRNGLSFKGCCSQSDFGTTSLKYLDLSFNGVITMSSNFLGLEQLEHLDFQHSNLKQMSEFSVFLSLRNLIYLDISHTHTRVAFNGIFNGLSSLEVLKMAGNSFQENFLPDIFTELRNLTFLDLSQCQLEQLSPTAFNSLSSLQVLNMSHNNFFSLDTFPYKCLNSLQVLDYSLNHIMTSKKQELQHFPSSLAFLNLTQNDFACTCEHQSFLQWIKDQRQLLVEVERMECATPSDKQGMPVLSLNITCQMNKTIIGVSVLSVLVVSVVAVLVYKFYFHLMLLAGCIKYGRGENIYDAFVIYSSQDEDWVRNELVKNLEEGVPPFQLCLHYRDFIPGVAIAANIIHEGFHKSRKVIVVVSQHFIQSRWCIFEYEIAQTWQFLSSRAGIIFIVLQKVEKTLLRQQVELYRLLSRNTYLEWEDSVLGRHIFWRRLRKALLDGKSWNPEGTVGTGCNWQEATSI
# Target sequence (Q99836 whole entry, looked up): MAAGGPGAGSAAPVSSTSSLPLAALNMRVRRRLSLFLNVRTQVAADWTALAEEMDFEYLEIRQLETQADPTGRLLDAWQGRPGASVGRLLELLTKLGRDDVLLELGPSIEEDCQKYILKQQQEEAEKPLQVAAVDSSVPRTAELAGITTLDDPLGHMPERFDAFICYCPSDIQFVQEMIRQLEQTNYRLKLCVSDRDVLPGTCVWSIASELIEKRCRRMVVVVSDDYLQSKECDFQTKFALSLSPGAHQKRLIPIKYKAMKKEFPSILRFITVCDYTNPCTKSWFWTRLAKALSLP
# ROMK mod = ROMK potassium channel modulators, primary screen, cell-based, thallium flux, MLSMR library | ATP-sensitive inward rectifier potassium channel 1 (Homo sapiens), P48048 | Tet-inducible ROMK, thallium flux fluorescence; actives lie on both sides | B-score at 10 µM | 2% of 130,000 active;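 active = signal ratio slope over the read window, or its plate-corrected B-score, at least 3 SD from the plate mean, either direction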;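 also: B-score of the F/F0 ratio slope over 7 to 12 s after thallium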
# S1P3 antag = S1P3 receptor antagonists, primary screen, cell-based; CHO S1P3 NFAT-BLA reporter, FRET fluorescence, antagonist mode; inhibition, % at 4.98 µM; 0.27% of 170,000 active;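 active = inhibition above the plate cutoff, the mean inhibition of test wells on that plate plus 3 SD, cut at about 28% in these data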;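 also: cells challenged with S1P at its EC80 of 0.8 µM; blue over green emission ratio from cleaved BLA substrate after 4 h stimulation; 0% = S1P-stimulated wells and 100% = unstimulated DMSO-only wells; some compounds past the cut are filed as inactive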
# bIAP act = bovine intestinal alkaline phosphatase activators, primary screen, biochemical, bovine IAP, CDP-star luminescence; 0.17% of 200,000 active; activation factor at 20 µM; alkaline phosphatase, intestinal [Bos taurus]; purified bovine IAP, 30 min; active compounds read high; fold of DMSO-control signal, blank-subtracted; AID 1016, 2008;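 active = activation factor of 2 or more at 20 µM, a signal rise over negative controls twice the positive control's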
# bIAP inh = bovine intestinal alkaline phosphatase inhibitors, primary screen, selectivity assay for TNAP inhibitor project, biochemical, bovine IAP, CDP-star luminescence; AID 1019, 2008; inhibition, % at 20 µM; alkaline phosphatase, intestinal [Bos taurus]; purified bovine IAP, 30 min; 190,000 tested, under 10 active;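 active = over 50% inhibition of intestinal alkaline phosphatase at 20 µM in the single-dose screen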
#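 test system = bovine IAP enzyme | medium = DEA buffer 100 mM, pH 9.8, with MgCl2 1.0 mM, ZnCl2 0.02 mM | detection = luminescence | dosing = single compound dose of 20 µM, 2% DMSO final | incubation = 30 min reaction at room temperature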
# Lmaj promast = Leishmania major promastigote growth inhibition, primary screen. Leishmania major promastigotes, resazurin fluorescence viability. AID 1063, 2008. 9% of 200,000 active. inhibition, % at 10 µM; in the data active = inhibition above about 50%;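 also: promastigotes grown with compound for 44 hours at 28 °C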
# PPARg SRC-1 ag = PPARgamma agonists recruiting SRC-1 coactivator, primary screen, biochemical; Peroxisome proliferator-activated receptor gamma (Homo sapiens), P37231; PPARgamma-SRC-1 coactivator recruitment biochemical assay; activation, % at 8 µM; 0.41% of 200,000 active; AID 631, 2007; in the data active = activation above about 19%;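 also: 0% = DMSO and 100% = reference agonist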
# PPARg SRC3 recr = PPARgamma agonists recruiting SRC-3 coactivator, primary screen, biochemical; biochemical PPARgamma/SRC-3 coactivator recruitment assay; activation, % at 8 µM; 0.26% of 200,000 active; in the data active = activation above about 23%;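 also: 0% = DMSO and 100% = reference agonist; some compounds past the cut are filed as inactive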
# PPARg SRC2 recr = agonists of PPARg-SRC-2 recruitment, primary screen, biochemical, HTS; PPARgamma LBD-SRC-2 recruitment; activation, % at 8 µM; 0.34% of 200,000 active; in the data active = activation above about 22%;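 also: 0% = vehicle and 100% = reference agonist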
# TR-FRET SRC-2 ct = TR-FRET signal artefacts, primary screen, artefact control for PPARgamma SRC-2 agonist project, biochemical. TR-FRET ratio at 8 µM. 0.4% of 200,000 active. AID 1049, 2008. TR-FRET artefact counter-screen; active compounds read high; in the data active = TR-FRET ratio above about 2000; also: inactives centre near 1500
# Active calls of the source: *; · = no result given; & = joins results of further samples; ! = repeats disagree.
SMILES,DTT redox prof,TLR4 MyD88 comp,ROMK mod,S1P3 antag,bIAP act,bIAP inh,Lmaj promast,PPARg SRC-1 ag,PPARg SRC3 recr,PPARg SRC2 recr,TR-FRET SRC-2 ct
Cc1ccc2nc(C)c(C(=O)N/N=C/c3cccs3)cc2c1,-0.2,-7,0.45,-4,0.9,12,26,-3,6,0,1669
COCCN1Cc2cccc(C(=O)Nc3cc(C)cc(C)c3)c2C1=O,1.3,9,-0.0036,17,0.9,7,0,2,-12,-2,1312
O=C(CSc1c2c(nc3ccccc13)CCC2)N1CCCC1,0.6,-4,-0.41,-16,1,2,14,8,2,0,1536
O=C(NCCCNC(=O)C(F)(F)C(F)F)C(F)(F)C(F)F,3.1,3,·,-36,1,5,-1,-1,-11,4,1425
O=C1Nc2ccc([N+](=O)[O-])cc2C1=Nc1cccc(CO)c1,-3.7,-12,-0.43,-26,0.9,7,51*,-2,3,4,1397
CC(=O)c1cc(OC(=O)c2ccncc2)ccc1OC(=O)c1ccncc1,1.1,3,·,-17,0.9,7,-1,-4,1,5,1625
O=c1[nH]cnc2scc(-c3ccc(F)cc3)c12,3.5,-6,·,11,0.8,15,-2,-1,1,3,1487
CCOC(=O)C1=C(CC)OC(N)=C(C#N)C1c1ccc(F)cc1F (stereo not drawn),-0.7,-2,-0.73,-11,1,3,11,-2,2,3,1232
COc1ccccc1C(=O)Nc1ccc2c(c1)nc(CN1CCCCC1)n2C,0.2,4,-0.96,-16,1.1,-15,-5,3,1,8,1591
Cc1cccc(C(=O)N/N=C/C(C)Cc2ccc3c(c2)OCO3)c1 (stereo not drawn),0.2,-9,·,11,0.8,15,-4,7,2,5,1597
CCc1cc(C(=O)OC)c(NC(=O)CCC(=O)O)s1,3.1,-10,0.91,23,1.1,-8,-5,-2,-4,2,1413
COc1ccc(NC(=O)Nc2ccc(F)cc2F)c(C)c1,-0.1,-4,-0.56,·,1,3,32,0,3,4,1503
CC(NC(=O)c1ccco1)c1ccc2c(c1)OCCO2 (stereo not drawn),0.3,7,0.14,9,0.9,9,-5,5,3,1,1384
CN1CCC2(CC1)C1CN(C)CC=C1C(C#N)=C(N)C2(C#N)C#N (stereo not drawn),0.0&-0.6,-14&11,-3.4*!,0,0.9&1,5&-1,4&0,4&5,-3&7,-4&2,1503&1635
O=C(NC1CCN(Cc2ccccc2)CC1)c1c(F)cccc1F,0.3,1,·,-5,1.1,-6,22,-3,-6,0,1428
COC(=O)c1c(N2C(=O)CCC2=O)sc2c1CCCC2,-0.6,8,·,-48,1,-2,-6,3,-5,14,1539
CCOC(=O)c1cnn(-c2ccccc2)c1NC(=O)c1cccs1,0.2,-10,0.34,-50,1,0,18,0,6,-3,1555
C[C@H](NC(=O)NCc1cccs1)C(=O)O,2.6,9,·,10,1,0,-9,-1,-5,-6,1468
CCCCNc1cc(C)nc(N2CCOCC2)n1,0.4,-2,-0.0052,·,1.1,-8,0,-4,-4,9,1301
Fc1ccc(CNCc2ccc(Br)cc2)cc1,-0.2,8,-1,4,0.9,8,85*,-1,-2,-8,1654
CC/C(C)=N/NC(=S)NCc1ccco1,0.1,1,0.094,1,1.3,-33,-2,-6,1,-2,1559
C/C(O)=C(\C#N)c1nc2ccccc2[nH]1,0.2,0,-0.19,·,0.9,8,4,3,3,3,1545
O=C(CSc1nnc2c3ccccc3c3ccccc3c2n1)Nc1ccccc1F,-5.5,1,-0.58,·,0.7,33,17,-1,8,5,1707
COC(=O)C1=C(C)N(Cc2ccco2)C(=O)N[C@H]1c1cccc(C(F)(F)F)c1,0.3,2,0.12,1,1,2,26,3,1,6,1374
COc1ccc(N(C)S(=O)(=O)c2cccc(C(=O)NCc3ccc4c(c3)OCO4)c2)cc1,-0.8,-1,-0.3,-4,0.9,7,8,5,2,9,1670
N#CCc1c(C#N)c(N)nc(N2CCN(S(=O)(=O)c3ccccc3)CC2)c1C#N,-5.0,-1,1.2,-12,1,-4,23,2,7,6,1626
CCOC(=O)CNC(=O)c1sc2nc(C)cc(C)c2c1N,0.4,8,·,-42,0.9,14,4,-3,-4,11,1512
C#CCOCCOCCOCCNc1nc(N2CCN(C(=O)[C@H]([C@@H](C)CC)n3cc(CCCN=C(N)N)nn3)CC2)nc(N2CCN(C(=O)[C@H](CCCCN)n3cc(CCC(=O)O)nn3)CC2)n1,0.2,-10,0.17,-6,0.6,39,3,-1,-4,6,1401
O=C(O)c1ccc(NC(CSCc2ccc(F)cc2)C(=O)O)c([N+](=O)[O-])c1 (stereo not drawn),0.2,1,-0.3,·,0.7,33,-4,0,0,3,1515
O=C(CN1C(=O)COc2ccccc21)NCc1ccc(C(=O)O)cc1,-0.1,1,0.67,15,1,-3,-6,9,2,2,1546
C=CCNc1ncnc2c1cnn2-c1ccc(OC)cc1,2.2,-7,-0.062,-20,1,2,31,0,-10,-2,1488
CCc1ccc(C(N)=S)cc1,-2.2,12,0.064,-6,1,-4,1,7,2,5,1794
COC(=O)[C@@]1(Cc2ccc(F)cc2)[C@H]2c3cc(C(=O)N(C)C)n(C[C@H](O)CO)c3C[C@H]2CN1C(=O)c1ccccc1,0.3,-6,1,-9,1.1,-5,0,-4,-2,4,1415
NC(=O)C1(N2CCCCC2)CCN(C2CC(=O)N(Cc3cccs3)C2=O)CC1 (stereo not drawn),0.0,2,-0.014,-40,1,0,-3,0,6,-3,1548
O=C(NCc1ccncc1)C(=O)N/N=C/c1ccc(OCc2ccccc2)cc1,-2.2,0,-0.018,-9,1.1,-12,-2,-4,-2,-3,1333
CCN(CC)C(=O)C1CCN(Cc2cccc(OCc3ccccc3)c2)CC1,2.4,3,-3.1*,8,1.2,-21,100*,1,6,-3,1565
COc1ccccc1C/C(N)=N/OC(=O)COc1cc(C)cc(C)c1C,8.9,2,-0.88,10,1.2,-17,-1,-2,-5,2,1529
CC(C)(C)C(=O)CCN1C(=O)C2(OCCO2)c2ccccc21,0.3,-2,-0.0041,-7,1,4,-5,8,-9,-10,1496
O=C(N/N=C/c1cc([N+](=O)[O-])ccc1O)C1CCCCC1,0.4,-12,·,-12,0.8,18,97*,-2,2,1,1567
COc1ccccc1NC(=O)CNc1ccc(F)c(Cl)c1,0.1,5,·,19,1,1,-2,-3,0,0,1578

# Single records (already shown). Screens in order: DTT redox prof, TLR4 MyD88 comp, ROMK mod, S1P3 antag, bIAP act, bIAP inh, Lmaj promast, PPARg SRC-1 ag, PPARg SRC3 recr, PPARg SRC2 recr, TR-FRET SRC-2 ct
# Profile of COc1ccccc1NC(=O)CNc1ccc(F)c(Cl)c1 : 0.1, 5, ·, 19, 1, 1, -2, -3, 0, 0, 1578
# Profile of C=CCNc1ncnc2c1cnn2-c1ccc(OC)cc1 : 2.2, -7, -0.062, -20, 1, 2, 31, 0, -10, -2, 1488
# Profile of CCN(CC)C(=O)C1CCN(Cc2cccc(OCc3ccccc3)c2)CC1 : 2.4, 3, -3.1*, 8, 1.2, -21, 100*, 1, 6, -3, 1565
# Profile of O=C(N/N=C/c1cc([N+](=O)[O-])ccc1O)C1CCCCC1 : 0.4, -12, ·, -12, 0.8, 18, 97*, -2, 2, 1, 1567

# 3 compounds drawn at random from those above, as already listed:
SMILES,DTT redox prof,TLR4 MyD88 comp,ROMK mod,S1P3 antag,bIAP act,bIAP inh,Lmaj promast,PPARg SRC-1 ag,PPARg SRC3 recr,PPARg SRC2 recr,TR-FRET SRC-2 ct
CCc1ccc(C(N)=S)cc1,-2.2,12,0.064,-6,1,-4,1,7,2,5,1794
O=C(NCc1ccncc1)C(=O)N/N=C/c1ccc(OCc2ccccc2)cc1,-2.2,0,-0.018,-9,1.1,-12,-2,-4,-2,-3,1333
COc1ccccc1NC(=O)CNc1ccc(F)c(Cl)c1,0.1,5,·,19,1,1,-2,-3,0,0,1578

# Later entries.
SMILES,DTT redox prof,TLR4 MyD88 comp,ROMK mod,S1P3 antag,bIAP act,bIAP inh,Lmaj promast,PPARg SRC-1 ag,PPARg SRC3 recr,PPARg SRC2 recr,TR-FRET SRC-2 ct
CC(C)CCN1CCN(C2CSCCSC2)CC1CCO (stereo not drawn),-0.5,-1,-0.77,7,1,-4,1,-7,1,3,1629
O=C(CNC(=O)c1ccc(S(=O)(=O)N2CCCC2)cc1)N/N=C/c1ccc(Cl)cc1,0.1,6,0.34,3,1,0,91*,6,1,-11,1611
COCC1CCN(Cc2cn(-c3ccccc3F)nc2-c2cc(C)sc2C)CC1,0.2,-11,-0.81,-1,1.2,-17,50,-11,-7,0,1339
N#Cc1ccccc1NC(=O)CSc1nccn1CCc1ccccc1,5.4,2,·,-23,0.9,12,11,3,5,4,1564
O=C(CSc1nc2ccccc2[nH]1)c1c[nH]c2ccccc12,0.0,9,-0.11,3,1.1,-9,-2,5,6,0,1532
O=C(CCCNS(=O)(=O)c1cccc2nsnc12)NCc1ccc(Cl)cc1,-0.5,1,-0.93,-8,1,4,-2,3,-3,1,1639
COC(=O)c1ccc(/C=C/c2ccc3cccc(OC)c3n2)cc1,1.2,10,·,14,1,-3,-4,8,0,4,1513
O=C1NC2=C(C(=O)c3ccccc32)C(c2ccccc2)N1 (stereo not drawn),-0.2,-10,·,6,0.9,15,31,5,-6,3,1422
Cc1cc(N)n(-c2cc(C)c3ccccc3n2)n1,0.3,-5,-0.14,0,1.2,-18,2,1,-1,-7,1332
Cc1ccc(NC(=O)c2cc3c(s2)CCCC3)cc1,-0.3,-1,·,-4,1,-2,7,10,2,5,1604
C/C(=N\Nc1nc(Cl)c(Cl)cc1Cl)c1ccc(S(=O)(=O)NCc2ccco2)cc1,-0.1,-12,·,-3,1.1,-11,100*,2,2,13,1601
O=C(Nc1ccc(Cl)cc1)Nc1cccnc1,-0.7,-4,·,·,0.9,9,-1,7,2,2,1489
CCn1c(SCC(=O)c2ccccc2)nnc1-c1cccnc1,-0.9,2,0.72,-2,1,2,-5,-3,1,-2,1434

# High-throughput results: PubChem BioAssay, several laboratories
